phage Ecoli inh: growth loss of phage-infected E. coli, primary screen, RecBCD inhibitor project, absorbance, with phage, HTS; inhibition, % at 11.9 µM; actives 0.26% (n = 360,000); in the data active = inhibition above about 11%
Mot1-301 SUMO: yeast Mot1-301 growth rescue at high temperature, primary screen, SUMOylation pathway inhibitor project, S. cerevisiae, ATP luminescence, 38.5C | S. cerevisiae Mot1-301 growth rescue; percent above DMSO median, 100 means doubled | growth rescue, % at 18.8 µM | actives 1% (n = 320,000);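 active = every valid replicate shows activation above 250% relative to neutral control wells; inactive = the rest, any valid replicate at or below 250%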;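 also: OY570 slx delta 5 strain wells were the positive control but not used for scaling; some compounds called inactive have numbers as strong as hits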
Tat transport: E. coli Tat export inhibitors, primary screen, MC4100, TorA-mCherry reporter, fluorescence, single point; inhibition, % at 10 µM; actives 0.036% (n = 340,000);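 active = mean replicate inhibition at least 50% and at least half of replicates individually reaching 50%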;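 also: exported cargo escapes ClpAP degradation while cytoplasmic cargo is degraded and loses fluorescence; 0% = median of neutral control wells and 100% = median of NaSCN control wells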
PKA-R1A activ: activators of PKA-R1A holoenzyme, primary screen, biochemical, fluorescence polarization, Cy5-IP20, bovine R1A, mouse PKAc | cAMP-dependent protein kinase type I-alpha regulatory subunit (Bos taurus) + … | PKA-R1A dissociation; scaled: DMSO 0%, 113 µM cGMP 100% | activation, % at 11.4 µM | actives 0.083% (n = 340,000) | AID 504707, 2011;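 active = percent activation above the mean of all tested compounds plus 3 SD, cut at about 19% in these data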;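 also: higher means more PKAc released from R1A so a rise in polarization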
HTR5A ag: HTR5A agonists in luminescence cell assay, primary screen, counter-screen for OPRM1-OPRD1 heterodimer agonist project, full-deck HTS. AID 504692, 2011. activation, % at 9.3 µM. cell-based. actives 0.61% (n = 340,000); in the data active = activation mostly above about 9.5%, no sharp cut-off; inactive = mostly below about 7.6%;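 also: 0% = cells with vehicle only and 100% = reference agonist; strong numbers were not always called active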
AddAB inh: growth inhibition of E. coli expressing H. pylori AddAB, primary screen, AddAB inhibitor project, absorbance. AID 435030, 2010. actives 0.29% (n = 330,000). inhibition, % at 11.9 µM; in the data active = inhibition above about 12%;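 also: 0% = vehicle wells of infected cells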
PKA-R2B act: activators of PKA-R2B holoenzyme, primary screen, biochemical, fluorescence polarization, Cy5-IP20, human; activation, % at 11.4 µM; actives 0.079% (n = 340,000); PKA-R2B holoenzyme dissociation; R2B truncated from residue 108, S112A mutant; 0% DMSO only, 100% 113 µM cGMP; AID 504700, 2011;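 active = activation above a cutoff set at the mean over all compounds plus 3 SD, cut at about 18% in these data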;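 also: higher means more holoenzyme dissociation and a rise in polarization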
Target sequence (P31323 whole entry, looked up, other chains not shown, the tested form may be a part): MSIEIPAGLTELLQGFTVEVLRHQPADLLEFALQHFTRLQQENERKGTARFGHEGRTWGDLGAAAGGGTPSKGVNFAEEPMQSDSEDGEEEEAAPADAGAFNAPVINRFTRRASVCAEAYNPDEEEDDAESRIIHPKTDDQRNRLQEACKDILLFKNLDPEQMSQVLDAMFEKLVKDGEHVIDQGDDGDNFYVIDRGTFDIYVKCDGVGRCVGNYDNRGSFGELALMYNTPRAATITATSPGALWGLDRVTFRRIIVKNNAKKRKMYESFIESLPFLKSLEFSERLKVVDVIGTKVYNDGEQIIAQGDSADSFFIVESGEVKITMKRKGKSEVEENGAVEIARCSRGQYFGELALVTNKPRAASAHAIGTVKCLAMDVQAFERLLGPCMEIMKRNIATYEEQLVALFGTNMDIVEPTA
DAGLB inh: DAGLB lipase inhibitors, primary screen, biochemical, fluorescence, HTS; HEK293T DAGLB membrane lysate, EnzChek fluorogenic substrate; inhibition, % at 5.17 µM; AID 504411, 2011; Diacylglycerol lipase-beta (Homo sapiens), Q8NCG7; actives 0.059% (n = 340,000); in the data active = inhibition above about 34%;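 also: 0% = enzyme with vehicle and 100% = wells lacking enzyme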
CDK5 p35 inh: inhibitors of human CDK5/p35 kinase, primary screen, biochemical, single concentration | Cyclin-dependent kinase 5 (Homo sapiens) + Cyclin-dependent kinase 5 activator 1 (Homo … | Recombinant CDK5/p35, ADP-Glo luminescence, 60 min | inhibition, % at 10 µM | actives 0.01% (n = 330,000);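 active = highest replicate inhibition of at least 50% and at least 75% of replicates reaching 50%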;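 also: plate controls were DMSO neutral control for no effect and GW8510 at 10 µM for full effect; many of its hits are not listed in these tables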
Target sequence (Q00535 whole entry, looked up): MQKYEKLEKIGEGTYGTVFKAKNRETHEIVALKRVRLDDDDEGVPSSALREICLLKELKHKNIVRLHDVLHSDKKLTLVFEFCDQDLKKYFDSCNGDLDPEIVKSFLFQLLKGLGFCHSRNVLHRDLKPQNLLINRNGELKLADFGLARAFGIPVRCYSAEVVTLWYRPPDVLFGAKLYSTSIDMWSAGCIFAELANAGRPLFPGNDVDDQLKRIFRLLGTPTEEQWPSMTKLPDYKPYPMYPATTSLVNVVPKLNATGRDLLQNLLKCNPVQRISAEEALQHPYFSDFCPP
Target sequence (Q15078 whole entry, looked up): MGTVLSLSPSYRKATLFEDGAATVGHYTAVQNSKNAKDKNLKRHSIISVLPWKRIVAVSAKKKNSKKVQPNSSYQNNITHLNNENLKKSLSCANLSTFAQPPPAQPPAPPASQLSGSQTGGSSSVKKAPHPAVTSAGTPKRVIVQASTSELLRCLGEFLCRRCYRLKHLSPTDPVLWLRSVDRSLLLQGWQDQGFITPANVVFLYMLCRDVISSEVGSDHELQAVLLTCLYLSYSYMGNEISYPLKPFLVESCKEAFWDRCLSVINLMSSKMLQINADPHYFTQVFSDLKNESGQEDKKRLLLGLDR
HTR5A inv ctr: HTR5A inverse agonists in luminescence cell assay, primary screen, counter-screen for OPRM1-OPRD1 heterodimer inverse agonist project, full-deck HTS; inhibition, % at 9.3 µM; HTR5A cell line, inverse agonism; AID 504634, 2011; actives 0.083% (n = 340,000); 5-hydroxytryptamine receptor 5A (Homo sapiens), P47898; in the data active = inhibition mostly above about 23%, no sharp cut-off; inactive = mostly below about 18%;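 also: 0% = cells with DMSO and 100% = no-cell wells with DMSO; some compounds called inactive have numbers as strong as hits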
E coli growth: E. coli V3065 growth inhibition, primary screen, counter-screen for AddAB inhibitor project, absorbance, OD600 | 18 h | inhibition, % at 11.9 µM | actives 0.27% (n = 330,000) | AID 449728, 2010;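 active = inhibition above the campaign's mean inhibition across all tested compounds plus 3 SD, cut at about 9.9% in these data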;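 also: uninfected addAB+ strain grown without phage in ampicillin broth; 0% = DMSO wells and 100% = ciprofloxacin 0.95 µg/ml wells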
Numbers without * were called inactive; x = not tested or not shown.

SMILES | phage Ecoli inh | Mot1-301 SUMO | Tat transport | PKA-R1A activ | HTR5A ag | AddAB inh | PKA-R2B act | DAGLB inh | CDK5 p35 inh | HTR5A inv ctr | E coli growth
O=C1c2ccccc2C(=O)N1CCc1c(-c2ccccc2)[nH]c2ccccc12 | 3.6 | x | 15 | -5 | 7 | x | -8 | -5 | -0.1 | -25 | x
COc1ccc(NC(=O)CSc2nc3[nH]ncc3c(=O)n2-c2ccccc2C)cc1OC | 1.0 | 11 | 4 | -17 | 0 | 2.8 | 12 | -2 | -5.2 | -11 | -0.1
COC(=O)c1c(C#N)c(N)nc2c1CCC2 | 1.9 | 145 | 1 | 6 | -1 | 5.2 | 16 | -2 | -1.4 | 2 | 2.0
CCOC(=O)c1[nH]ncc1CN1CCCC(C(=O)c2cccc(OC(C)C)c2)C1 (stereo not given) | 3.4 | 1 | 6 | -3 | -2 | -0.2 | 5 | 0 | -0.3 | 5 | 0.6
Cc1ccc(S(=O)(=O)N/N=C/c2ccc(OC3CSC3)cc2)cc1 | 1.1 | x | -3 | -6 | 4 | 1.5 | -8 | 1 | 1.4 | -22 | -3.0
Cc1cccc(OCC(=O)NNc2c3ccccc3nc3ccccc23)c1 | 0.4 | -15 | -6 | 4 | -2 | -0.7 | -1 | 6 | -0.7 | -4 | -1.2
Cc1nn2c(=O)cc(CSc3ccccc3NC(=O)c3ccccc3F)nc2s1 | 5.2 | 336 | 1 | 9 | 0 | 1.4 | -5 | 2 | -1.2 | 19 | -1.6
CCN(CC(=O)Nc1c(F)cccc1F)C(=O)Cc1cccs1 | 1.2 | x | 0 | -3 | 10 | x | 0 | 1 | -0.6 | -26 | x
CCOC(=O)C1=C(O)C(=O)N(c2ccc(S(N)(=O)=O)cc2)C1c1ccc(OC)cc1OC (stereo not given) | 3.3 | -9 | -4 | -5 | 1 | -2.0 | -10 | 2 | 1.1 | 6 | -0.5
O=C(N/N=C/c1c[nH]c2ccccc12)c1ccncc1 | 0.2 | 22 | -6 | -11 | -1 | 1.5 | -8 | 1 | -1.8 | -2 | 0.3
CC(=O)c1ccc(OC2OCCOC2Oc2ccc(C(C)=O)cc2)cc1 (stereo not given) | 4.1 | 9 | -3 | -3 | -3 | 1.4 | -4 | -1 | 1.7 | -8 | -0.1
Cc1cccc(C)c1NC(=O)CN(C)C(=O)c1cc(S(=O)(=O)N(C)C)ccc1N1CCCC1 | 2.4 | 55 | -6 | 1 | 3 | 2.8 | -12 | -4 | -0.1 | -6 | 2.8
O=C(CN1C(=O)NC2(CCc3ccccc32)C1=O)NCC(F)(F)F (stereo not given) | -1.0 | 8 | 9 | 3 | 1 | 1.1 | -6 | 0 | -0.4 | 9 | -3.1
COc1cc(OC)cc(C(=O)N[C@@H](CCSC)c2nc3ccccc3[nH]2)c1 | 2.5 | 58 | 7 | -4 | 8 | 0.7 | -6 | -2 | 1.1 | -22 | 2.5
COCCCN1C(=O)c2ccc(C(=O)OCC(=O)NCc3cccc(OC)c3)cc2C1=O | 0.1 | -2 | 3 | 1 | 0 | 1.4 | -8 | 0 | -0.1 | 10 | -1.2
Fc1cccc(F)c1-c1nc(-c2ccncc2)no1 | -0.7 | 952* | -3 | 4 | 5 | -1.6 | -2 | -1 | -1.7 | -19 | 0.9
COc1cc(NC(=O)c2ccccc2OCc2ccccc2)cc(OC)c1OC | -4.1 | 11 | 16 | -12 | -1 | 0.3 | -4 | -6 | -0.3 | 2 | -1.7
O=C(O)CCc1ccc(-c2cccs2)n1NC(=O)c1ccco1 | 1.2 | 7 | -3 | -10 | -2 | 0.0 | -2 | 2 | 1.0 | -7 | -0.2
CN1CCN(CCCNC(=O)c2ccc3c(=O)n(CCc4ccccc4)c(=O)[nH]c3c2)CC1 | -0.8 | 3 | -3 | 2 | 1 | 0.8 | -17 | 2 | 0.7 | -2 | -2.6
N#CC12CCCCC1CC1CCCCC1(C#N)N2Cc1ccccn1 (stereo not given) | 3.0 | -17 | -5 | -3 | 9 | 3.1 | -2 | 1 | 1.1 | -6 | 1.3
COC(=O)Nc1ccc(Oc2ccccc2)cc1 | 3.0 | 278* | 4 | 7 | -5 | 1.1 | -11 | -1 | -0.4 | 10 | -0.4
O=C(NCc1cccc(C(F)(F)F)c1)C1CC(c2ccccc2[N+](=O)[O-])=NO1 (stereo not given) | 3.1 | 8 | 0 | -2 | 3 | 1.1 | 4 | 2 | 0.2 | 9 | 0.2
O=C(NC(=S)Nc1ccccc1O)c1cncc(Br)c1 | -1.9 | 2 | -2 | -2 | -4 | -6.5 | 5 | -1 | 0.5 | 10 | -7.5
CC(=O)Nc1c2c(nn1-c1ccc(Cl)cc1)CSC2 | 1.1 | -13 | -1 | -10 | -2 | 0.8 | -7 | -1 | 0.5 | 23 | 0.2
S=C1NC[C@H](Cc2ccccc2)N1CCCCC1CCCCC1 | 1.0 | -14 | 5 | 4 | 3 | -0.6 | -10 | -11 | -0.6 | -10 | 0.1
Additional results.
SMILES | phage Ecoli inh | Mot1-301 SUMO | Tat transport | PKA-R1A activ | HTR5A ag | AddAB inh | PKA-R2B act | DAGLB inh | CDK5 p35 inh | HTR5A inv ctr | E coli growth
O=[N+]([O-])c1ccccc1C=NNc1ccccc1 | 1.7 | x | 4 | -8 | 0 | x | -6 | 15 | -4.2 | 1 | x
CC1CC(C)CN(CCCNC(=O)C2CCN(c3nnc(-n4cccc4)s3)CC2)C1 (stereo not given) | 1.9 | -8 | 3 | 10 | 0 | 0.6 | -7 | 2 | x | 1 | 0.8
CC1=C(C#N)C(c2ccc(O)cc2)C2=C(CC(C)(C)CC2=O)N1 (stereo not given) | 1.6 | -3 | 1 | 8 | -6 | 1.5 | -4 | 0 | 1.3 | 4 | 1.3
CN(CC(=O)NCCc1ccc(S(N)(=O)=O)cc1)S(=O)(=O)c1ccc(Br)s1 | -1.8 | -9 | 3 | 1 | 11 | 0.5 | -4 | -1 | -1.2 | -32 | -1.3
COc1ccc(C2CC(c3ccc(F)cc3)Nc3nc(N)nn32)cc1OC (stereo not given) | 2.9 | 4 | -7 | 4 | 5 | 3.5 | 3 | 2 | -0.1 | -14 | -0.3
O=C(Nc1nc(-c2ccccc2)c(-c2ccccc2)o1)c1ccc(F)cc1 | -2.2 | 17 | -3 | -11 | -6 | -4.2 | -4 | -10 | -0.1 | -10 | -3.7
CC(=O)Nc1ccc(-c2cc(-c3ccc(NC(C)=O)cc3)nc(-c3ccccc3)n2)cc1 | 1.7 | 0 | 3 | -1 | 7 | -0.4 | 7 | -2 | 0.2 | -17 | 0.0
Oc1c(Br)cc(/C=N/NC(=S)NCc2ccco2)cc1Br | 1.9 | 5 | -3 | -7 | 2 | 0.4 | 1 | 12 | 1.1 | -20 | 0.6
CCCCCCCc1c(C)nc(N2CCOCC2)[nH]c1=O | 0.1 | 16 | 0 | 9 | 0 | -1.9 | -5 | -1 | -0.8 | 1 | 0.1
Cc1nn2c3c(cnc2c1-c1ccccc1)C(=O)CC(c1ccco1)C3 (stereo not given) | 1.9 | -11 | 2 | -2 | 3 | -0.7 | 1 | -7 | -0.9 | -8 | 2.1
CCOC(=O)CN1C(=O)CC(c2ccccc2)C1=O (stereo not given) | 4.1 | 0 | 4 | 2 | 2 | 2.6 | -2 | 0 | -2.3 | 19 | 0.3
CCN(CC(=O)NCc1ccc(Cl)cc1)C(=O)NCc1ccc(Cl)cc1 | -0.2 | -11 | 5 | 5 | 1 | -1.3 | -7 | 2 | 0.1 | -4 | -0.8
Cc1cc(C)nc(N2CCN(C(=O)CCC(=O)Nc3nnc(C(C)C)s3)CC2)n1 | 1.8 | -13 | -3 | 9 | 0 | -1.0 | -1 | 3 | -0.2 | -10 | -0.2
C[C@@]12CCC=C[C@H]1[C@H](c1ccoc1)N(Cc1ccccc1)C2=O | 3.0 | -3 | -9 | 1 | 12 | 3.4 | 4 | -3 | 1.2 | -6 | 3.1
COc1cccc(-c2nc(CCl)cs2)c1OC | 2.0 | 0 | -1 | 1 | -1 | 1.7 | 0 | 1 | 2.8 | -1 | 3.6
O=C(Nc1cnn(C23CC4CC(CC(C4)C2)C3)c1)c1cnn2cccnc12 | 0.7 | -27 | -4 | 0 | -4 | 1.5 | 5 | -5 | 1.2 | 28 | 0.1
CC(=O)c1ccc(N2CCN(C(=O)Cc3n[nH]c(=O)c4ccccc34)CC2)cc1 | 0.6 | 25 | -1 | 12 | 4 | 2.2 | -4 | 0 | -1.5 | -21 | -0.4
O=C(OC1CCOC1=O)c1cc(-c2cccc(Br)c2)nc2ccccc12 (stereo not given) | 3.2 | -3 | -1 | 4 | -4 | -0.8 | 4 | -7 | 0.8 | 10 | -2.0
CS(=O)(=O)N1CCN(c2ccccc2NC(=S)NC(=O)c2ccccc2[N+](=O)[O-])CC1 | 1.3 | 5 | 3 | -10 | -2 | 1.0 | -5 | -1 | -0.7 | 4 | 0.0
S=C(Nc1ccc(Br)cc1Cl)NN1CCOCC1 | 3.5 | 0 | -8 | -3 | 2 | 2.2 | -3 | -1 | 0.2 | 21 | -1.7
CC(Oc1ccccc1Cl)C(=O)Nc1ccc(S(=O)(=O)N2CCCC2)cc1 (stereo not given) | 1.8 | 0 | 2 | 1 | 3 | -0.2 | -3 | -1 | -0.3 | -9 | 3.1
O=C(CSc1nnc(Nc2ccccc2F)s1)NC1CCCC1 | 1.2 | 0 | -6 | 6 | 5 | 2.8 | -3 | -1 | 0.7 | -11 | 0.2
CCC1CCCCN1CCCNC(=O)Cn1ncc2c(C)n(Cc3ccccc3Cl)c(C)c2c1=O (stereo not given) | 0.8 | 294 | -5 | -6 | 1 | 4.0 | -16 | 2 | 1.5 | -2 | -1.1
CCOc1cccc(/C=N/Nc2nc(N3CCCC3)nc(N3CCCC3)n2)c1O | 3.4 | -11 | -1 | 2 | -3 | -1.7 | -2 | -5 | -4.7 | 8 | -1.3
Cc1cc(C(=O)N/N=C/c2ccc([N+](=O)[O-])cc2)c(C)o1 | 0.9 | 12 | -1 | 1 | -1 | 2.7 | 9 | 2 | 1.8 | 4 | -1.3

Sorted by the number under PKA-R2B act (high to low): 3 of the compounds above.
structure	PKA-R2B act
O=C(Nc1cnn(C23CC4CC(CC(C4)C2)C3)c1)c1cnn2cccnc12	5
CC(Oc1ccccc1Cl)C(=O)Nc1ccc(S(=O)(=O)N2CCCC2)cc1 (stereo not given)	-3
CN(CC(=O)NCCc1ccc(S(N)(=O)=O)cc1)S(=O)(=O)c1ccc(Br)s1	-4
